Screening data as filed in PubChem BioAssay.
ERa coact pot = ER-alpha (human) coactivator binding potentiation; TR-FRET ERalpha-LBD/SRC-Cy5 coactivator binding, 2 h; 100 = basal binding, no effect; coactivator binding (% of control), % at 25.6 µM; hit rate 1.3% among 86,000; AID 639; in the data active = activity above about 200%;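 also: binding measured in presence of low estradiol as agonist stimulus; 0% = peptide alone without receptor and 100% = receptor with peptide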
ERa coact inh = blocks coactivator binding to human estrogen receptor alpha; P03372; AID 629; inhibition, % at 25.6 µM; hit rate 1.7% among 86,000; TR-FRET ER-alpha LBD / SRC-1 peptide, estradiol-bound; in the data active = inhibition above about 50%;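 also: 0% = receptor plus peptide control and 100% = peptide only without receptor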
HUVEC inhibit = human endothelial cell proliferation inhibition. HUVEC proliferation, CellTiter-Glo luminescence, 72 h; hits give low values. viability, % at 10 µM (by protocol). hit rate 1.1% among 86,000;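 active = viability at or below 30%; inactive = viability above 30%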;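 also: 100% = median luminescence of DMSO-only cell control wells on each plate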
CD11b adhes enh = enhancers of human CD11b/CD18 binding to fibrinogen. K562 CD11b/CD18 adhesion to fibrinogen, ATPlite luminescence. AID 1499. activation, % at 10 µM. P05107+P11215. hit rate 0.07% among 93,000;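 active = 10 µM primary screen giving 50% or more activity, confirmed by 40% or more on retest at that dose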; also: strong numbers were not always called active
Smad3 inh = inhibitors of human Smad3 transcription factor binding; P84022; TR-FRET Smad3/Dy647-FoxH1 peptide binding, europium anti-His; inhibition, % at 25 µM; hit rate 0.29% among 88,000; AID 630;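 active = compounds that reduce the energy-transfer binding signal between the protein and its labelled peptide by more than half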;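 also: 0% = Smad3 plus labelled peptide maximal FRET and 100% = peptide-only background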
Target sequence (P84022 whole entry, looked up): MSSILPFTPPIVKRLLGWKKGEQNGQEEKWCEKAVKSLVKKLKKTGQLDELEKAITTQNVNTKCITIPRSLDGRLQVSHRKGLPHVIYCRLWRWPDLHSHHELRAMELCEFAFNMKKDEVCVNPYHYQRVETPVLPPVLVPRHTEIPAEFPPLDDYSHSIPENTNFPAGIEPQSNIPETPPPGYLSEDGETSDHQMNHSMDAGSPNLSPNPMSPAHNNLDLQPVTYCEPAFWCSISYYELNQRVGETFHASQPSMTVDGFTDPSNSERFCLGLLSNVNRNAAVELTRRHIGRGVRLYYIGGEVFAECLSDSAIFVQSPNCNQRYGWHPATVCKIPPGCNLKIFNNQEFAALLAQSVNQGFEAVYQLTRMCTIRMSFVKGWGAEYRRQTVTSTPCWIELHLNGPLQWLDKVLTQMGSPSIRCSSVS
MT1-MMP txn act = activates MT1-MMP transcription; HT1080 MT1-MMP promoter luciferase reporter, luminescence, overnight; hits give high values; activation factor at 10 µM; hit rate 0.16% among 86,000;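 active = activation factor of at least 2 for MT1-MMP transcription at 10 µM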
Lung fibro prol = blocks proliferation of human lung fibroblasts; viability, % at 10 µM; LL 47 human lung fibroblast viability, ATP luminescence; hits give low values; hit rate 1.1% among 85,000; AID 719;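 active = viability at or below 50% in the single dose screen; inactive = viability above 50%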;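 also: compound exposure lasted 72 h before the ATP readout; 100% = median luminescence of untreated cell-only wells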
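Test system: LL 47 human lung fibroblasts / Incubation: 72 h compound exposure at 37 °C after overnight plating / Technique: luminescent ATP detection, CellTiter-Glo / Compound dosing: 0.1% DMSO in all compound wells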
ERb coact inh = blocks coactivator binding to human estrogen receptor beta. TR-FRET ER-beta LBD / SRC1-Cy5 peptide binding; receptor agonist-loaded with 1 µM estradiol. Q92731. inhibition, % at 25.6 µM. AID 633. hit rate 1.3% among 86,000;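 active = compounds whose percent inhibition of the receptor-coactivator binding signal exceeds about 50% in the single-dose screen, limit read from the data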;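 also: 0% = receptor plus peptide wells without compound and 100% = peptide-only wells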
Target sequence (Q92731 whole entry, looked up, the tested form may be a part): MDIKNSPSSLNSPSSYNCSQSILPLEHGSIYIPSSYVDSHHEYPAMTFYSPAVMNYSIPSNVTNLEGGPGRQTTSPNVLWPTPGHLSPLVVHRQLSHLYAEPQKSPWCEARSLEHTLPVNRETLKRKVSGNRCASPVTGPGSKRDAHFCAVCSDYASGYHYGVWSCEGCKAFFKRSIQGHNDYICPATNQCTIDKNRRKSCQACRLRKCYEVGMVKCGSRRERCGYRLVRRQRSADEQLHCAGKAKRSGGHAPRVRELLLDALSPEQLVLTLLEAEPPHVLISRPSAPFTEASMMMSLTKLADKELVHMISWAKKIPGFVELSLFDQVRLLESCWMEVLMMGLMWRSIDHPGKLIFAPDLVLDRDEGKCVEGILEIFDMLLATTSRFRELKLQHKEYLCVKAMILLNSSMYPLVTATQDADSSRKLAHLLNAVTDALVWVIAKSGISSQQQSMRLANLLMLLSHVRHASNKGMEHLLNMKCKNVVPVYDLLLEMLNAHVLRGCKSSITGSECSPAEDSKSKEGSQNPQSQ
H69AR inhibit = growth inhibitors of human H69AR lung tumor cells; H69AR lung tumor viability, ATP luminescence, 72 h; hits give low values; viability, % at 10 µM; hit rate 6% among 85,000; AID 598;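 active = viability at or below 40%; inactive = viability above 40%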;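 also: multidrug resistant small cell line overexpressing MRP-1 efflux transporter; 100% = mean luminescence of untreated control wells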
* marks the source's active call; other numbers are inactive results; . = no result given; [ ] = dose if it differs, or a comment.

No.	smiles	ERa coact pot	ERa coact inh	HUVEC inhibit	CD11b adhes enh	Smad3 inh
1	O=C(CCc1ccccc1O)N/N=C/c1ccc(Sc2cccc3cccnc23)o1	68[fluorescence artefact?]	6	61	-5	16
2	COc1ccc(N2CCN(C(=O)CSc3nnc(-c4cccnc4)n3-c3ccc(F)cc3)CC2)cc1	98	-5	90	.	10
3	O=C1CC(N2CCOCC2)C(=O)N1c1ccc2c(c1)OCO2 (centres undefined)	95[fluorescence artefact?]	-3	92	6	-3
4	Cc1ccc(C)c(N2CCN(C(=O)CCn3c(=S)[nH]c4cc5c(cc4c3=O)OCO5)CC2)c1	108[fluorescence artefact?]	-6	80	-4	-4[fluorescence artefact?]
5	CCOc1ccc(-c2nc(CSCC(=O)NC3CCCc4ccccc43)c(C)o2)cc1 (centres undefined)	93	5	92	3	0
6	CC(=O)N1CCN(CCN=CC2=C(O)CC(C)(C)CC2=O)CC1	108	3	95	-1	-4
7	CN(C)C(=O)CN(c1ccc(F)c(Cl)c1)S(C)(=O)=O	127	-18	92	7	5
8	O=C(c1ccc(S(=O)(=O)N2CCCCC2)cc1)N1CCN(c2ccccc2)CC1	126	3	89	-2	4
9	Fc1ccc(-c2n[nH]c(=S)n2CC2CCCO2)cc1 (centres undefined)	93	-1	94	-4	14
10	O=C(Nc1ccccc1)c1cccnc1N1CCCC1	107	-1	100	-3	-1

No.	MT1-MMP txn act	Lung fibro prol	ERb coact inh	H69AR inhibit
1	1.3	103	-6	82
2	1.2	93	-5	82
3	0.9	98	-3	105
4	1.3	97	1	73
5	1.1	95	5	99
6	1.1	94	2	101
7	1.1	98	-11	96
8	1	110	2	97
9	1	100	-1	98
10	1	101	1	98

In a second layout: entries from further up
Values run as follows: ERa coact pot	ERa coact inh	HUVEC inhibit	CD11b adhes enh	Smad3 inh	MT1-MMP txn act	Lung fibro prol	ERb coact inh	H69AR inhibit
1: O=C(CCc1ccccc1O)N/N=C/c1ccc(Sc2cccc3cccnc23)o1
→ 68[fluorescence artefact?]	6	61	-5	16	1.3	103	-6	82
2: COc1ccc(N2CCN(C(=O)CSc3nnc(-c4cccnc4)n3-c3ccc(F)cc3)CC2)cc1
→ 98	-5	90	.	10	1.2	93	-5	82
3: O=C1CC(N2CCOCC2)C(=O)N1c1ccc2c(c1)OCO2 (centres undefined)
→ 95[fluorescence artefact?]	-3	92	6	-3	0.9	98	-3	105
4: Cc1ccc(C)c(N2CCN(C(=O)CCn3c(=S)[nH]c4cc5c(cc4c3=O)OCO5)CC2)c1
→ 108[fluorescence artefact?]	-6	80	-4	-4[fluorescence artefact?]	1.3	97	1	73
5: CCOc1ccc(-c2nc(CSCC(=O)NC3CCCc4ccccc43)c(C)o2)cc1 (centres undefined)
→ 93	5	92	3	0	1.1	95	5	99
6: CC(=O)N1CCN(CCN=CC2=C(O)CC(C)(C)CC2=O)CC1
→ 108	3	95	-1	-4	1.1	94	2	101
7: CN(C)C(=O)CN(c1ccc(F)c(Cl)c1)S(C)(=O)=O
→ 127	-18	92	7	5	1.1	98	-11	96
8: O=C(c1ccc(S(=O)(=O)N2CCCCC2)cc1)N1CCN(c2ccccc2)CC1
→ 126	3	89	-2	4	1	110	2	97
9: Fc1ccc(-c2n[nH]c(=S)n2CC2CCCO2)cc1 (centres undefined)
→ 93	-1	94	-4	14	1	100	-1	98
10: O=C(Nc1ccccc1)c1cccnc1N1CCCC1
→ 107	-1	100	-3	-1	1	101	1	98

(list continues)
No.	smiles	ERa coact pot	ERa coact inh	HUVEC inhibit	CD11b adhes enh	Smad3 inh
11	CCOC(=O)N1CCC(NC(=O)C(CC(C)C)NC(=O)C2CCC(C)CC2)CC1 (centres undefined)	108	-3	109	1	9
12	Cc1ccc(C)c(S(=O)(=O)NCc2cccnc2)c1	100[fluorescence artefact?]	-12	84	.	13[fluorescence artefact?]
13	COc1cccc(CNC(=O)CCS(=O)(=O)c2cccc3nonc23)c1	113[fluorescence artefact?]	-25	103	0	-9
14	COc1cccc(NC(=O)c2oc3ccccc3c2NC(=O)C(C)(C)C)c1	85[fluorescence artefact?]	-4	79	-2	7
15	O=C1COc2ccc(C(=O)CSc3nnc(Cc4cccs4)n3-c3ccc(Cl)cc3)cc2N1	96	-1	83	.	4
16	CCCCN(CC)CCCNC(=O)CC1Oc2ccccc2NC1=O (centres undefined)	127	18	101	2	-6
17	NC(=O)c1noc(C(=O)N(CC(=O)NC2CCCC2)Cc2ccc3c(c2)OCO3)c1N	102[fluorescence artefact?]	-10	103	.	6
18	CCOc1ccc2[nH]c(=O)c(CN(Cc3cccnc3)C(=O)Nc3ccccc3OC)cc2c1	95	-4	75	-3	9
19	Nc1nc(SCc2ccc(Cl)cc2)[nH]c(=O)c1-c1ccccc1	90[fluorescence artefact?]	26	98	.	3
20	Cc1ccc(NC(=O)C2CCN(S(=O)(=O)c3cccc4nonc34)CC2)nc1	88[fluorescence artefact?]	22[fluorescence artefact?]	100	-2	-10

No.	MT1-MMP txn act	Lung fibro prol	ERb coact inh	H69AR inhibit
11	1	102	-14	107
12	0.9	90	-25[fluorescence artefact?]	81
13	1.1	102	-15	100
14	1.1	99	-9	76
15	1.2	98	-6	27*
16	1.2	106	-10	93
17	1.3	89	-10	94
18	1	100	0	51
19	1.1	105	23	103
20	1.2	99	9	86

Carrying on.
No.	smiles	ERa coact pot	ERa coact inh	HUVEC inhibit	CD11b adhes enh	Smad3 inh
21	CC(=O)c1cc(F)c(N2CCN(C(=O)c3ccco3)CC2)cc1C	99	-21	111	0	18[fluorescence artefact?]
22	O=C(CSc1nnc(-c2ccncc2)n1C1CCCCC1)Nc1ccccc1	124	4[fluorescence artefact?]	91	2	7
23	CCN(CC)CCCN1C(=O)C(=O)/C(=C(/O)c2ccc3c(c2)OCCO3)C1c1ccc(C)o1 (centres undefined)	112	-4[fluorescence artefact?]	105	-2	-17
24	Fc1ccccc1Cc1nnc2n1N=C(c1ccc(Cl)cc1)CS2	112	-5	113	17	15
25	Cn1c(C(=O)NCCCN2CCOCC2)cc2c(=O)n(C)c3ccccc3c21	117	8	88	-4	-3
26	Cc1cc(C)n2ncc(C(=O)Nc3ccc4c(c3)OCO4)c2n1	94[fluorescence artefact?]	42[fluorescence artefact?]	101	7	12
27	CCN(CC(=O)NCc1cccs1)c1nnnn1-c1ccccc1	100	-5	86	-4	4
28	CCOC(=O)C(NCc1ccccc1OC)(NC(C)=O)C(F)(F)F (centres undefined)	98	2	91	-3	-12
29	C(=C1/CCCC2=C1Nc1ncnn1C2c1ccccc1)/c1ccccc1 (centres undefined)	78[fluorescence artefact?]	3	13*	-3	-6
30	COC(=O)c1ccc(CSc2nnc(CNC(=O)c3ccccc3F)o2)o1	96	5	100	-3	-12

No.	MT1-MMP txn act	Lung fibro prol	ERb coact inh	H69AR inhibit
21	1.1	106	-7[fluorescence artefact?]	99
22	1.1	101	-11[fluorescence artefact?]	107
23	1.2	117	-6[fluorescence artefact?]	110
24	.	107	7	94
25	1.1	93	-3	106
26	1.2	102	25[fluorescence artefact?]	93
27	1.2	91	-10	14*
28	1.1	98	-7	100
29	0.6	4.1*	8[fluorescence artefact?]	0.8*
30	.	108	16[fluorescence artefact?]	91

The listing continues:
No.	smiles	ERa coact pot	ERa coact inh	HUVEC inhibit	CD11b adhes enh	Smad3 inh
31	CCCCN(CC)Cc1ccc(CNC(=O)Nc2ccccc2)o1	111	6[fluorescence artefact?]	109	1	6
32	COc1ccc(N(CC(=O)Nc2cccc(C)c2)S(=O)(=O)c2c(C)n[nH]c2C)cc1	106	4	86	.	-3
33	O=C1C2ON(c3ccccc3)C(c3ccncc3)C2C(=O)N1c1ccc(N2CCOCC2)cc1 (centres undefined)	87	-6[fluorescence artefact?]	113	6	-16
34	Cc1ccc2oc(=O)cc(CN3CCOCC3)c2c1	121[fluorescence artefact?]	-6	96	-2	3
35	Cc1ccc(C(=O)c2cc3ccccc3o2)cc1	95	-2	107	.	-7
36	O=C(CN(C(=O)CSc1nnc(COc2ccccc2)o1)c1ccc(F)cc1)NC1CCCC1	100	-9	102	-3	6
37	Cc1ccccc1-c1nc(CS(=O)CC(=O)NCCN2CCOCC2)c(C)o1 (centres undefined)	110	-10	102	-1	-2
38	COCCNC(=O)CCc1c(C)nc2c(-c3ccc(F)cc3)c(C)nn2c1C	130	-8	88	-3	2
39	COC(=O)CCC(=O)c1oc2ccccc2c1N	121	-14	98	-3	-1
40	O=C1c2ccccc2C(Nc2ccc(F)c(Cl)c2)N1Cc1ccco1 (centres undefined)	61[fluorescence artefact?]	2	77	3	1

No.	MT1-MMP txn act	Lung fibro prol	ERb coact inh	H69AR inhibit
31	1.1	92	-3[fluorescence artefact?]	95
32	1.2	97	3	99
33	1	98	26[fluorescence artefact?]	100
34	1	92	-8	86
35	1.6	106	-8	84
36	1.2	95	-7	70
37	1.1	103	-5	93
38	.	87	6	80
39	1.3	98	-13	101
40	1	89	-2	58

Following part:
No.	smiles	ERa coact pot	ERa coact inh	HUVEC inhibit	CD11b adhes enh	Smad3 inh
41	CC1=NCCN1S(=O)(=O)c1cc(Cl)ccc1Cl	68[fluorescence artefact?]	0	105	.	1
42	CC(=O)N1CCN(c2ccc(Oc3ncnc4sccc34)cc2)CC1	93	-2	96	6	4
43	CCOC(=O)CC(=O)CSc1ncnc2c1cnn2-c1ccccc1	111	-5	89	-2	8[fluorescence artefact?]
44	CCOCc1cnc(C)nc1NCC(=O)c1c(C)[nH]c2ccc(OC)cc12	107	-4	88	1	-10
45	CCOc1ccc(C2c3c(oc4ccccc4c3=O)C(=O)N2c2ccc(C)cn2)cc1OC (centres undefined)	128	-2	94	0	0
46	COc1ccccc1N(CC(=O)N1CCCCC1)S(=O)(=O)c1ccccc1	116	-4	115	-1	6[fluorescence artefact?]
47	CCc1cc(C(=O)OC)c(N2C(=O)C3C4C=CC(C4)C3C2=O)s1 (centres undefined)	103	-14	118	-5	12
48	COc1ccc(C(=O)OCC(=O)Nc2ccc(F)c(F)c2F)cc1OC	92	-9	101	.	-1
49	Cc1cccn2c(=O)c(C=NCc3ccccc3)c(NCCO)nc12	117	-3	92	4	4
50	CCCC1=C(C(=O)OCC)C(c2ccc(N(C)C)cc2)n2ncnc2N1 (centres undefined)	93	3	104	-5	-1
51	O=C(N/N=C/C=C/c1ccccc1)C1CC1(c1ccccc1)c1ccccc1 (centres undefined)	102[fluorescence artefact?]	-8	90	-3	13
52	Cc1cc(Cl)ccc1NC(=O)CSc1nnc(Cc2cccs2)n1Cc1ccco1	108	14	90	.	3
53	COC(=O)c1sccc1NC(=O)Cn1nnc(-c2ccc(C)cc2)n1	212*	14	96	.	1

No.	MT1-MMP txn act	Lung fibro prol	ERb coact inh	H69AR inhibit
41	0.9	90	-5[fluorescence artefact?]	87
42	1.2	95	-7	95
43	1.5	101	-10	90
44	1.3	95	23	78
45	1.2	93	-1[fluorescence artefact?]	55
46	1	107	19	80
47	1.3	95	-12	73
48	1.1	98	-3	101
49	1.2	98	-11	83
50	1.2	92	3[fluorescence artefact?]	74
51	1	102	16	98
52	1.2	87	3	76
53	1.1	98	3	78

These rows are one share of the data; the hit share may differ from the screen's.
